# PAFAH1B2 inh = PAFAH1B2 enzyme inhibitors, primary screen, biochemical, fluorescence polarization, human; recombinant PAFAH1B2, FP-rhodamine activity probe; inhibition, % at 3.39 µM; Platelet-activating factor acetylhydrolase IB subunit alpha2 (Homo sapiens), P68402; 340,000 tested, 1.2% active;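 active means inhibition above the mean of all tested compounds plus 3 SD, cut at about 24% in these data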;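 further: 0% = enzyme with DMSO and 100% = wells lacking PAFAH1B2; many of its hits are not listed in these tables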
# Fam108B inh = mouse Fam108B serine hydrolase inhibitors, primary screen, counter-screen for RBBP9 inhibitor project, biochemical, fluorescence polarization; recombinant Fam108B, FP-Rh probe fluorescence polarization; inhibition, % at 9.51 µM; 300,000 tested, 0.33% active;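 active means inhibition above the screen mean inhibition plus 3 SD, computed separately per campaign, cut at about 18% in these data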;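 further: inhibitors lower polarization as less probe binds the enzyme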
# PAFAH2 FP inh = PAFAH2 enzyme inhibitors, primary screen, biochemical, fluorescence polarization, human; inhibition, % at 3.39 µM; 340,000 tested, 0.99% active; AID 492956, 2010; Platelet-activating factor acetylhydrolase 2, cytoplasmic (Homo sapiens), Q99487; recombinant PAFAH2, FP-rhodamine activity probe;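 active means inhibition above the mean over all tested compounds plus 3 SD, cut at about 30% in these data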;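 further: inhibitors block probe labeling of enzyme so polarization drops; 0% = enzyme with DMSO and 100% = wells lacking PAFAH2 protein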
# pPAFAH FP inh = pPAFAH enzyme inhibitors, primary screen, biochemical, fluorescence polarization, human; Platelet-activating factor acetylhydrolase (Homo sapiens), Q13093; recombinant pPAFAH, FP-rhodamine probe fluorescence polarization; inhibition, % at 3.39 µM; 330,000 tested, 1.5% active; AID 463082, 2010;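 active means inhibition above the mean inhibition across the screen plus 3 SD, cut at about 25% in these data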;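 further: inhibitors block binding of the rhodamine activity-based probe so polarization drops; 0% = enzyme with DMSO and 100% = wells lacking pPAFAH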
# PAD4 FP inh = human PAD4 inhibitors, primary screen, biochemical, fluorescence polarization, 1536-well format; Protein-arginine deiminase type-4 (Homo sapiens), Q9UM07; recombinant PAD4, RCA probe fluorescence polarization; inhibition, % at 6.36 µM; 330,000 tested, 0.41% active; AID 485272, 2010;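 active means percent inhibition above a cutoff equal to the mean of all tested compounds plus 3 SD, cut at about 15% in these data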;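 further: 0% = PAD4 with RCA probe and DMSO and 100% = probe without PAD4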
# Target sequence (Q9UM07 whole entry, looked up): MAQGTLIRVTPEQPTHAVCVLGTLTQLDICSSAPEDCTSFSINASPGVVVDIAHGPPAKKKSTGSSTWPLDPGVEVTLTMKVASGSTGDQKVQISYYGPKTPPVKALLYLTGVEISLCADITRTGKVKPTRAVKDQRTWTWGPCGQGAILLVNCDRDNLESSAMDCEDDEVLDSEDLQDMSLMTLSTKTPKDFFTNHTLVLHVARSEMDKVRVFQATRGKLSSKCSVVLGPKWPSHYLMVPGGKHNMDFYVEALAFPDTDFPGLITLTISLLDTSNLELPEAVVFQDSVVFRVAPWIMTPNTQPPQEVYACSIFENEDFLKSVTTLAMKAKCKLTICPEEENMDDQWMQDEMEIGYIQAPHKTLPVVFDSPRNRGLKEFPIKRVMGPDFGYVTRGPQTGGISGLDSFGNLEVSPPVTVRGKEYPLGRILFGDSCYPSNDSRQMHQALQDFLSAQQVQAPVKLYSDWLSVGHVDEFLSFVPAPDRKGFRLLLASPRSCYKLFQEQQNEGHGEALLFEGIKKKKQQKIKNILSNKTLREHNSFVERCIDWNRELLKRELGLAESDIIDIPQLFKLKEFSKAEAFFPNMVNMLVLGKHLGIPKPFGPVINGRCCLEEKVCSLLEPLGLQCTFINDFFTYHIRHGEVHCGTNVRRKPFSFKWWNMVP
# GSTO1 counter = inhibitors of recombinant GSTO1, primary screen, counter-screen for RBBP9 inhibitor project, biochemical, fluorescence polarization | inhibition, % at 5.96 µM | 300,000 tested, 1.1% active | activity-based probe fluorescence polarization;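 active means inhibition above the campaign mean inhibition plus 3 SD, cut at about 35% in these data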;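 further: 0% = GSTO1-1 with DMSO and 100% = wells lacking GSTO1-1 enzyme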
# PAFAH1B3 inh = PAFAH1B3 enzyme inhibitors, primary screen, biochemical, fluorescence polarization, human | recombinant PAFAH1B3, FP-rhodamine probe | inhibition, % at 3.39 µM | 340,000 tested, 0.28% active | AID 492972, 2010;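 active means inhibition above the screen-wide average of all tested compounds plus 3 SD, cut at about 25% in these data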;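 further: 0% = enzyme with DMSO only and 100% = wells lacking PAFAH1B3 protein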
# Target sequence (Q15102 whole entry, looked up): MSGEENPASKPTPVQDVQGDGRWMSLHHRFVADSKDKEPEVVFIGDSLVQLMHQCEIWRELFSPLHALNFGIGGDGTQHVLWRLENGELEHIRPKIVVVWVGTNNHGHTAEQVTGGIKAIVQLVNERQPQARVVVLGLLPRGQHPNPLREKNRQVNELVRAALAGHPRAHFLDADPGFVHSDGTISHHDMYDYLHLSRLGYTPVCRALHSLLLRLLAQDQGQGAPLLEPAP
# LYPLA1 counter = LYPLA1 inhibitors, primary screen, counter-screen for PME1 inhibitor project, biochemical, fluorescence polarization, FP-Rh probe ABPP | recombinant LYPLA1 | inhibition, % at 5.9 µM | 320,000 tested, 0.16% active | AID 2174, 2009;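 active means inhibition above the mean of all tested compounds plus 3 SD, set per campaign, cut at about 14% in these data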;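 further: inhibitors block serine hydrolase probe labeling of LYPLA1 so polarization falls; 0% = enzyme with DMSO and 100% = wells lacking LYPLA1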
# PME-1 inh = PME-1 inhibitors via competitive probe labeling, primary screen, biochemical, fluorescence polarization, FP-Rh probe, HTS; Protein phosphatase methylesterase 1 (Homo sapiens), Q9Y570; inhibition, % at 5.9 µM; 320,000 tested, 0.53% active; recombinant PME-1;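 active means inhibition above the campaign mean of all compounds plus 3 SD, cut at about 26% in these data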;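 further: competitive labeling of PME-1 active site by serine hydrolase directed probe; 0% = PME-1 with DMSO and 100% = wells lacking PME-1 enzyme; inhibitors block probe labeling so polarization falls and inhibition rises; many of its hits are not listed in these tables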
# An asterisk follows results filed as active; . = not tested or not shown. These rows are one share of the data. The share of hits here may be higher or lower than overall.
# Results follow in this order: PAFAH1B2 inh	Fam108B inh	PAFAH2 FP inh	pPAFAH FP inh	PAD4 FP inh	GSTO1 counter	PAFAH1B3 inh	LYPLA1 counter	PME-1 inh
COC(=O)[C@]1(C)N[C@H](CN(C)C(=O)Nc2ccccc2)[C@@H]2C(=O)N(Cc3ccccc3)C(=O)[C@@H]21
  3	.	13	4	0	.	4	.	.
CCc1nnc(NC(=O)C2Cc3ccccc3CN2S(=O)(=O)c2cccs2)s1 (centres undefined)
  -5	0	5	12	-7	-22	0	-5	-3
NC(=O)c1oc2ccc(Cl)cc2c1N
  3	-1	2	-2	-5	2	2	3	2
COc1nc(Cl)cn(-c2ccc(Cl)cc2)c1=O
  -2	0	-2	8	4	1	0	3	1
CC(/C=C/c1ccco1)=N/NC(=O)Cc1cccs1
  2	-2	2	11	1	10	2	-1	-7
COCC(C)n1c(C)cc(C(=O)COC(=O)c2nc3nc(C)cc(C)n3n2)c1C (centres undefined)
  3	0	12	4	5	10	2	1	1
O=C(Cn1nnc2ccccc2c1=O)N1CCCc2ccccc21
  5	4	3	-1	0	2	2	-3	-4
O=C(Nc1ccc(C(=O)N2CCCc3ccccc32)cc1)c1cccs1
  4	-7	0	3	5	-13	8	-4	-6
COc1cccc(NC(=O)c2ccc(NCCCN3CCC(C)CC3)c([N+](=O)[O-])c2)c1
  1	-2	6	2	-1	-4	7	3	8
COc1cc(/C=C/C(=O)Nc2cc(C(F)(F)F)ccc2Cl)cc(OC)c1OC
  -3	-5	-3	6	5	-15	-5	-15	-15
Cc1ccc(N2C(=O)NC3(CCCCC3)C2=O)cc1
  6	2	-2	-4	-5	3	8	4	1
Cc1cccc(C(=O)Nc2nnc(-c3cccnc3)o2)c1
  1	0	1	1	-1	-8	10	4	-7
C=CC[C@@H](Cc1ccc(F)cc1)C(=O)OC[C@H]1CCCN1C(=O)[C@@H](CC=C)CC(=O)N[C@@H](CO)Cc1ccccc1
  16	.	16	-3	4	.	9	.	.
O=C(Cn1c2ccccc2c2nc3n(c(=O)c21)CCS3)Nc1ccccc1
  3	-3	2	1	0	-1	-3	-5	2
CCOC(=O)Cn1c2ccc(OC)cc2c2nc3ccccc3nc21
  -1	-2	-7	-7	-2	-3	-3	-3	6
O=C(CCNS(=O)(=O)c1ccccc1)OCc1nc2ccsc2c(=O)[nH]1
  6	-2	0	2	-4	4	6	4	0
Cc1ccc(CCNC(=O)CCS(=O)(=O)c2ccc(Br)cc2)cc1
  5	-2	-1	5	1	2	-11	0	5
O=S1(=O)CCN2C(c3cccc4ccccc34)=CSC2=N1
  -1	4	-3	3	1	5	-1	3	-2
CC(=O)c1ccc(OC(C)C(=O)OCC(=O)NCCc2ccccc2)cc1 (centres undefined)
  2	.	7	-3	1	.	4	-1	-6
COCCCNCC#CCOc1ccc(OC)cc1
  2	-2	1	-2	1	1	7	0	2
Cc1cccc(/C=N/N(CCO)C2=NS(=O)(=O)c3ccccc32)c1
  -2	-1	0	3	1	2	0	4	-5
CCOC(=O)N/N=C/c1cccnc1
  0	-5	4	-3	0	0	-3	3	-3
COC(=O)c1cn(NC(=O)Cc2ccc(OC)c(OC)c2)c(=O)c2ccccc12
  0	-3	7	2	2	-4	10	-3	-1
COc1ccc([C@@H]2CC=C(C(=O)O)[C@H](c3cccc(Cl)c3)N2S(=O)(=O)c2ccc(C)cc2)cc1OC
  8	2	4	9	0	-35	-2	-1	-2
COc1ccc(Oc2nc(-c3ccccn3)nc3ccccc23)cc1
  .	-1	.	2	3	-6	.	-4	-8
COc1ccc(C(=O)NCC(=O)OCC(=O)c2cc(OC)c(OC)c(OC)c2)cc1OC
  1	0	2	0	-6	3	4	-1	6
CC(OC(=O)c1ccc2ncsc2c1)C(=O)N(C)C1CCCCC1 (centres undefined)
  8	.	-5	-2	-1	.	6	-1	2
Cc1ccc(S(=O)(=O)Nc2cccc(C(=O)NCCN3CCOCC3)c2)cc1F
  2	.	-3	-1	-1	.	4	-1	3
COc1ccccc1C1C(C(=O)c2sc(C)nc2C)=C(O)C(=O)N1CCN1CCOCC1 (centres undefined)
  1	-3	0	8	-4	-1	-4	-4	-1
O=C(N/N=C/c1ccc2c(c1)OCO2)C1COc2ccccc2O1 (centres undefined)
  -6	-4	3	-2	1	-1	-6	1	-4
O=C1C=C(c2ccccc2)OC2(CCCC2)O1
  3	5	-2	5	-4	6	7	4	3
CC(C)c1cc(CNC(=O)CCc2nnc(CCCCc3ccccc3)o2)on1
  11	2	0	2	-1	7	3	0	-4
CC1(c2nnc(-c3ccc(F)cc3)o2)CC(c2ccncc2)=NO1 (centres undefined)
  .	-3	.	4	-1	3	.	1	-2
O=C(COc1ccccc1)NCC(=O)Nc1ccncc1
  4	1	-1	-4	0	2	-1	2	-2
CC(C)c1ccc(NC(=O)Cn2c(=O)oc3ccccc32)cc1
  2	-7	-5	-11	-7	0	10	-2	-4
CN(C(=O)COC(=O)c1ccccc1NC(=O)c1ccco1)C1CCS(=O)(=O)C1 (centres undefined)
  0	3	3	5	-2	5	6	3	14
Cc1ccc(OCc2cc(C(=O)NCC3COCCO3)no2)cc1C (centres undefined)
  4	2	6	16	-1	1	9	-1	2
c1coc(Cn2c(SCc3nc4ccccc4[nH]3)nnc2-c2cccs2)c1
  8	2	4	2	-1	-3	0	-2	8
CCC(=O)Nc1ccc(NC(=O)c2oc3ccccc3c2C)cc1
  2	2	2	-3	-2	5	3	-1	-2
COc1ccccc1/C=C/C(=O)Nc1cccnc1
  -3	2	-2	-6	2	-8	3	-3	1
COc1ccc(/[N+]([O-])=C/c2ccco2)cc1
  -6	.	6	0	-12	.	2	1	-3
CCCCOC(=O)CSC(=S)N(C)Cc1cccs1
  -6	0	0	4	2	2	10	4	13
COc1ccc2nc(NC(=O)CSCC(=O)Nc3cc(C)on3)sc2c1
  -2	1	1	0	-5	5	5	-1	-5
COc1ccc(Cc2nnc(NC(=O)c3ccco3)s2)cc1OC
  4	0	4	2	-2	0	0	-5	2
NC(=S)NNc1ccc(Cl)c(Cl)c1
  6	-3	1	3	4	21	2	2	0
COc1ccc(C(=O)O)cc1S(=O)(=O)N(C)CCc1cccnc1
  1	0	7	-3	2	3	4	-2	2
CC(=O)c1ccc(Nc2nc(NCCO)nc(OC(C(F)(F)F)C(F)(F)F)n2)cc1
  0	1	0	2	1	-8	11	-5	-1
O=C(O)CCCCCN1C(=O)C(O)=C(C(=O)/C=C/c2ccccc2)C1c1ccc2c(c1)OCO2 (centres undefined)
  .	2	.	0	-8	5	.	0	-3
OCCOCCn1c(C(CO)Nc2nc(-c3ccccc3Br)cs2)nc2ccccc21 (centres undefined)
  3	4	8	3	0	3	2	2	11
O=C(N[C@@H](Cc1ccccc1)C(=O)OCc1ccccc1)c1nc[nH]c1C(=O)N[C@@H](Cc1ccccc1)C(=O)OCc1ccccc1
  -11	-28	-17	-12	5	-11	-27	-17	-22
COc1ccccc1NC(=O)COC(=O)C1CC2CCCC(C1)C2=O (centres undefined)
  7	.	9	7	1	.	10	.	.
Cc1ccccc1NC(=O)NCCCCc1ccccc1
  1	1	1	4	4	9	9	0	0
C=CCNC(=S)/C(=C(/[O-])c1ccc([N+](=O)[O-])cc1)[n+]1ccccc1
  3	-4	0	-2	0	-6	-1	-2	-6
CCN1CCCC1CNC(=O)CSc1cc(=O)n(C)c2cc(Cl)ccc12 (centres undefined)
  2	-2	11	-5	2	5	-5	1	0
Cc1nc(NCCN)c(C#N)c2c1COC(C)(C)C2
  0	-2	1	1	2	11	-1	5	-5
O=[N+]([O-])c1ccc(N2CCN(S(=O)(=O)c3ccc4ccccc4c3)CC2)cc1NCc1ccco1
  1	3	2	-3	3	-7	-4	-3	-3
O=C(Nc1ccc(F)cc1)c1cccc(N2C(=O)c3ccccc3C2=O)c1
  1	-6	-2	1	0	-4	9	0	4
CCC1Sc2ccc(S(=O)(=O)CCC(=O)Nc3cc(C)ccn3)cc2NC1=O (centres undefined)
  1	-1	7	5	-3	-12	1	-5	-2
Cc1ccccc1Nc1nc2nonc2nc1N1CCOCC1
  6	1	-3	5	5	5	1	1	2
Cc1cc(C)cc(NC(=O)CN2CCC(NC(=O)c3ccccc3F)CC2)c1
  0	-2	4	1	-1	6	6	1	-4

# Next part
# Results follow in this order: PAFAH1B2 inh	Fam108B inh	PAFAH2 FP inh	pPAFAH FP inh	PAD4 FP inh	GSTO1 counter	PAFAH1B3 inh	LYPLA1 counter	PME-1 inh
O=C(NC1CCCCC1)C(c1ccccc1)N1CCCC1 (centres undefined)
  0	5	-1	2	-4	-3	8	2	-2
COc1ccc(OC(C)C(=O)NCc2cccnc2)cc1 (centres undefined)
  4	-1	-2	-4	2	2	9	3	-1
COc1cccc(C2NC(=O)NC(O)(C(F)(F)F)C2C(=O)c2cccnc2)c1OC (centres undefined)
  2	2	-5	5	-1	2	-2	1	-1
CCCCn1nc(NC(=O)COC)c2cc3ccc(C)cc3nc21
  -5	3	6	4	-2	2	0	6	1
COc1cc(C2NC(=O)NC(C)=C2C(=O)OCc2ccccc2)ccc1O (centres undefined)
  4	4	2	3	-6	-10	0	1	2
Cn1nc([N+](=O)[O-])nc1Oc1ccccc1F
  2	-2	-7	0	0	-7	-1	0	-1
O=C(O)c1cc(O)ccc1N=Nc1ccccc1
  8	3	0	0	-2	4	8	2	0
COc1ccc(C(=O)N2CC(=O)N(CCc3ccccc3)C(=O)C2)cc1OC
  5	-3	0	-1	-5	-5	3	-1	-1
CC1CC(=O)c2cnc(N3CCOCC3)nc2C1 (centres undefined)
  0	0	-5	-6	-3	1	9	4	1
CCN(CC)CCCNC(=O)C1CCC(CNS(=O)(=O)c2ccc(Cl)cc2)CC1 (centres undefined)
  3	-5	3	10	-3	4	5	1	1
CCC(C)NC(=O)C1CCN(CCCc2ccccc2)CC1 (centres undefined)
  6	1	-3	4	2	2	2	2	-1
Cc1nc(C)c(C(=O)OCC(=O)NCc2ccccc2)s1
  1	.	32*	3	0	.	11	2	3
COc1ccc(-c2noc(CCC(=O)NCc3cc(Br)ccc3OC)n2)cc1
  14	-1	14	6	-5	3	12	-1	2
CC(=O)Nc1c2c(nn1-c1ccc(Cl)cc1)CSC2
  5	9	-4	2	2	3	5	-1	-4
Clc1ncc(CN2CCN(Cc3ccccc3)CC2)s1
  -2	-1	-7	8	1	-4	7	1	0
CCOC(=O)c1ccc(Nc2nc(C)nc3c2nnn3Cc2ccccc2)cc1
  -1	-6	3	4	2	-4	2	0	-9

# Screening data deposited in PubChem BioAssay by The Scripps Research Institute Molecular Screening Center.
